From PubChem BioAssay
Wnt act = activates Wnt/beta-catenin signaling in a reporter cell assay | AID 743398 | activation, % at 9.35 µM | actives 1.2% (n = 300,000) | activator, plate reader; in the data active = activation above about 30%, passing the limit was not always enough;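 also: 0% = neutral control wells and 100% = positive control wells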
The depositor's hits bear a star. Only part of the results is shown; rates above refer to the full screens.

The opening two records (preview)
smiles | Wnt act
N#CC(=Nc1cccc(F)c1)C1=C(O)c2ccccc2C1=O | 1
CC(C)N(C(=O)c1ccc(Cc2cn(C)c3ccccc23)nc1)C(C)C | -4

All compounds of this part, from the start:
smiles | Wnt act
N#CC(=Nc1cccc(F)c1)C1=C(O)c2ccccc2C1=O | 1
CC(C)N(C(=O)c1ccc(Cc2cn(C)c3ccccc23)nc1)C(C)C | -4
CC(C)Oc1cc(F)ccc1-c1cc(C(=O)NCc2cccs2)[nH]n1 | 0
O=C(NCC(F)(F)F)c1ccc2sc([C@H]3C[C@H](O)[C@@H](CO)O3)nc2c1 | -3
O=C(Nc1ccc(Cl)c(C(F)(F)F)c1)NC1CC2CCCC(C1)N2Cc1ccccc1 (configuration not stated) | -3
COC(=O)c1cc(=O)nc(NN=C(C)C)s1 | -2
COc1ccc(-c2cccc(N3CCN(c4ccccn4)CC3)n2)cc1OC | -1
COC(=O)[C@H](Cc1ccccc1)NC(=O)/C=C/[C@H]1O[C@@H](n2ccc(=O)[nH]c2=O)[C@H](O)[C@@H]1O | -1
Oc1ccc2ccccc2c1C=Nc1ccc(N2CCOCC2)cc1 | -2
COCCNC(=O)C1(C)CCN(C(=O)c2cc(C(C)(C)C)nn2C)C1 (configuration not stated) | 5
O=C(NC(c1ccc(-c2ccccc2)cc1)c1cnccn1)C1CCN(Cc2ccc(Cl)c(Cl)c2)CC1 (configuration not stated) | -1
CC(C)NC(=O)c1csc(COCCO)n1 | 6
CC(=O)NC(c1ccccc1)c1nc(-c2cccs2)cs1 (configuration not stated) | -3
Nc1[nH]c(C(=O)c2ccc(Br)cc2)c(-c2ccc3c(c2)OCO3)c1C(=O)NCCc1c[nH]c2ccccc12 | 0
COc1ccc(-c2nnc(SCC(=O)c3ccc4c(c3)OCCO4)o2)cc1 | -3
CC(C)(C)S(=O)(=O)/C(C#N)=C/c1cccn1S(=O)(=O)c1ccccc1 | 0
CCCNC(=O)C1(C)CCCN(Cc2cc3ccccc3o2)C1 (configuration not stated) | 0
CC(C)C[C@H]1CN(CCCC[C@H]2CNC(=O)C(=O)N2CCc2ccccc2)C(=O)C(=O)N1CCc1ccc(O)cc1 | -1
CC1(C(=O)NS(=O)(=O)c2ccccc2Cl)CCN1C(=O)CCC1CCCC1 (configuration not stated) | -1
OCc1ccccc1-c1cnc2cccnn12 | -2
O=S1(=O)CC(N2CC=CC2)CN1Cc1cn(Cc2cccc(C(F)(F)F)c2)nn1 (configuration not stated) | -3
CCN(Cc1ccncc1)Cc1c(O)ccc2cc(Br)ccc12 | 0
COC(=O)/C=C1\OCc2cc(C)ccc21 | -1
COc1cccc(C=NN(C)c2c([N+](=O)[O-])cc(C(F)(F)F)cc2[N+](=O)[O-])c1O | -2
CC(=O)Nc1cccc(-c2cccc3nccn23)c1 | -1
CNc1nc(-c2ccccc2)c2sccc2n1 | 0
CCc1nc2c(OCC3CCCCC3)cccn2c1N(C)C(=O)c1ccccc1F | -2
O=C(Cc1ccc(NC(=O)C2CCN(C(=O)CCc3ccccc3)CC2)cc1)Nc1cccc(C(=O)N2CCCC2)c1 | -2
COCOc1cccc(CN2CCC2(C)C(=O)NCCNC(C)=O)c1 (configuration not stated) | -2
CC(C)CNc1cccc2c1S(=O)(=O)N[C@@H](Cc1ccccc1)CO2 | -3
CC1(C(=O)NCc2cccc3ccccc23)CCN1Cc1ccccc1OC(F)F (configuration not stated) | -5
CSc1ccc(-c2cc3c(c4c2ccn4C)C2CCC3O2)cc1 (configuration not stated) | -1
C=CCNc1ncnc2c1ncn2[C@H]1CN(Cc2cccs2)C[C@@H](CO)O1 | -2
O=C(Nc1ccc(Oc2ccccc2)cc1)c1csc([C@@H]2O[C@H](CO)[C@@H](O)[C@H]2O)n1 | -3
CCOC(=O)C1=CCN(S(=O)(=O)c2cccc(Cl)c2)C1c1ccc(C)cc1 (configuration not stated) | -2
CCOC1=C2CN(S(=O)(=O)c3ccc(C)cc3)[C@H](c3cccs3)C[C@H]2n2c(=O)n(-c3ccccc3)c(=O)n2C1 | -5
CSc1ccccc1-c1cnc(NC(C)=O)cn1 | -2
CC1(C(=O)Nc2ccccc2)Cc2c(-c3ccc4c(c3)OCO4)ccnc2O1 (configuration not stated) | -3
CCCCN(C=O)c1c(CC)nc2c(OCC3CCCCC3)cccn12 | -1
COc1cccc(CN2CCC2(C)C(=O)Nc2ccc3c(c2)OCO3)c1F (configuration not stated) | 0
CC1=C(C(=O)N2CCCCCC2)CC(CC(=O)NC2CCCC2)C(=O)N1Cc1ccc(C(C)(C)C)cc1 (configuration not stated) | -1
COc1cccc(Cn2cnc(-c3ccccc3OC)c2-c2cc(C)cc(C)c2)c1 | -5
COC(=O)/C=C1\OC(C)c2ccccc21 (configuration not stated) | 0
Cc1ccnc(NS(=O)(=O)c2ccc3c(c2)CCO3)c1 | 2
CCOC(=O)C1(C)CCCCCN1C(=O)c1ccc(Cl)nc1 (configuration not stated) | -1

Quoted at random: two entries already listed
smiles | Wnt act
CSc1ccc(-c2cc3c(c4c2ccn4C)C2CCC3O2)cc1 (configuration not stated) | -1
COC(=O)/C=C1\OC(C)c2ccccc21 (configuration not stated) | 0

Next section.
smiles | Wnt act
CC(=O)N1CCc2cc(NC(=O)C3(C)CCN3CCc3ccccc3)ccc21 (configuration not stated) | -1
O=C(NCc1ccccc1)c1cnc(Cc2c[nH]c3ccccc23)c(I)c1 | -5
Clc1cccc(Cl)c1CNc1ccc(N2CCCC2)cc1 | -10
COC(=O)[C@]12CCCCC=C1N(Cc1cccc3ccccc13)C(=O)[C@H](CC(=O)N1CCC(c3ccccc3)CC1)C2 | -5
CC(C)c1ccc(CC(=O)N2CCC2(C)C(=O)NS(=O)(=O)c2ccc(C(C)(C)C)cc2)cc1 (configuration not stated) | -1
Cc1ccc2nc(-c3ccc(F)cc3)c(Cc3cccc(F)c3)n2c1 | 6
CN(C)C(=O)C[C@H]1C[C@@H]2c3cc(NC(=O)NC4CCCC4)ccc3O[C@@H]2[C@@H](CO)O1 | 0
CN1CCCC1(C)C(=O)Nc1ccc(-n2cccc2)cc1 (configuration not stated) | -4
Cc1ccc(NC(=O)c2ccc(-c3cc(Cl)ccc3Cl)o2)c(C)c1 | 2
CN(CCO)c1ccc(C=NNc2ccc([N+](=O)[O-])cc2S(=O)(=O)Nc2ccccc2C(=O)O)cc1 | -4
CCCCn1nnnc1C1(C)CCC(=O)N1CCCN1CCOCC1 (configuration not stated) | -4
Clc1ccccc1Nc1nc(NCc2ccccc2)nc2ccsc12 | -1
CCOc1cc(OCC)cc(C(=O)N2CCC[C@H]2C(=O)N2CCC[C@H]2C(=O)NCc2ccncc2)c1 | -1
COC(=O)[C@]12C[C@H](CC(=O)N3CCC(c4ccccc4)CC3)C(=O)N(CCc3ccc(OC)c(OC)c3)C1=C[C@H](C(C)(C)C)O[C@@H]2C | -8
CCc1c(-c2cccc(Cl)c2)ncn1CCc1ccccc1OC | 7
CCCNC(=O)C1(C)CCN(C(=O)c2cc(F)cc(F)c2)C1 (configuration not stated) | -1
COC(=O)[C@]12C[C@H](CC(=O)N3CCC(c4ccccc4)CC3)C(=O)N(CCC3=CCCCC3)C1=C[C@H](COCc1ccccc1)O[C@@H]2C | -4
COc1cc(-c2c(CCO)sc3ccccc23)cc(OC)c1OC | -7
COc1ccc(OCCN2CCC(C(=O)NC(c3ccc(F)cc3)c3ccc4ccccc4n3)CC2)cc1 (configuration not stated) | -3
O=C(NCc1ccco1)C1C(=O)Nc2ccccc2C(=O)N1C1CCCCC1 (configuration not stated) | 0
O=C(NCC1CCCCC1)c1csc([C@@H]2O[C@H](CO)[C@H](O)[C@H](O)[C@H]2O)n1 | -4
Cc1cc(Oc2cccc3c2S(=O)(=O)N([C@H](C)c2ccccc2)C[C@@H](COCc2ccccc2)O3)cc(C)c1C | -6
CC(C)(C)NC(=O)C(c1ccc(C#N)cc1)n1c(=O)c(-c2ccccc2)nc2ccccc21 (configuration not stated) | -1
CCc1nc2ccc(C(=O)NCCCN3CCCC3=O)cn2c1N(C=O)CC | -1
Fc1ccc(NC(=S)Nc2ccc(Cl)cc2Cl)cc1 | 1
C#CCNC(=O)C[C@@H]1C[C@@]2(C(=O)OCC)CCC=C2N(Cc2ccco2)C1=O | 13
CCc1ccc(-c2nc(CN3CCC(C(=O)NCc4ccco4)CC3)c(C)o2)cc1 | 0
C[C@H]1CN(S(=O)(=O)C(C)(C)C)[C@@H](CCO)/C1=C\c1ccccc1 | -2
COCC1CN(CCc2ccc(F)cc2)S(=O)(=O)c2c(F)cccc2O1 (configuration not stated) | -1
COc1ccc(C(NC(=O)C2CCN(CCOc3ccc(Cl)cc3)CC2)c2cccs2)cc1 (configuration not stated) | 0
COC(=O)[C@]12C[C@H](CC(=O)N3CCC(c4ccccc4)CC3)C(=O)N(CCC3=CCCCC3)C1=C[C@H](C(C)(C)C)O[C@@H]2C | -4
C[C@H](NC(=O)[C@@H]1CCCN1C(=O)[C@@H]1CCCN1C(=O)c1ccccc1)c1ccccc1 | -3
COc1ccc(CCCNC(=O)C2Cc3c(-c4ccc5c(c4)OCO5)ccnc3O2)cc1 (configuration not stated) | 0
Cc1ccc(NC(=O)Cc2nnc(SCC(=O)c3ccc(Br)cc3)n2C)cc1Cl | 0
NC(c1csc(Nc2ccccn2)n1)C1CCCCC1 (configuration not stated) | -3
CCN=C1NC(c2ccc(Cl)cc2)C(C(=O)OC)=C(C)N1Cc1cccc(C(F)(F)F)c1 (configuration not stated) | -1
COc1cccc(CC(=O)NCC2CCN(C(=O)C(=O)c3cccs3)CC2)c1 | 6
COc1cc(Cl)c(CNC[C@H]2O[C@@H](n3cnc4c(=O)[nH]c(N)nc43)[C@H](O)[C@@H]2O)c(Cl)c1O | -1
Cc1cc(C)cc(-n2c3ccc(NC(=O)Cc4cccc5ccccc45)cc3c(=O)n2C)c1 | -1
OC(c1ccc(-c2ccccc2)cc1)c1ncc(-c2ccccc2Cl)[nH]1 (configuration not stated) | -7
CC(=O)NC(c1ccc(F)c(F)c1)c1nc(-c2ccc(C)c(C)c2)cs1 (configuration not stated) | -2
COc1cc(-c2cnc3c(NC=O)cc(-c4ccsc4)cn23)cc(OC)c1OC | -2
O=C(CCc1c[nH]c2ccccc12)Nc1ccc(Nc2ccncc2)cc1 | -4
CCNC(=O)C1CCCN(C(=O)c2ccc(C(=O)OC)cc2)CC1 (configuration not stated) | -2
C[C@H](O)[C@@H]1CN2CCc3c([nH]c4ccccc34)[C@@H]2C[C@@H]1N(C)C(=O)Nc1cccc2ccccc12 | 2
O=C(NCc1ccccc1)C(c1ccc(-c2ccccc2)cc1)N1CCN(c2ccccc2F)CC1 (configuration not stated) | 0
CCOC1=C2[C@@H](CN(S(=O)(=O)c3ccc(C)cc3)[C@H]2c2ccc(CC)cc2)[C@H]2C(=O)N(C)C(=O)[C@H]2C1 | -1
COc1ccc(NC(=O)c2cc(-c3cc(Cl)ccc3OC)n[nH]2)c(OC)c1 | 0
COc1cc(CN2C[C@@H](CO)O[C@@H](n3cnc4c(NC5CCCC5)ncnc43)C2)cc(OC)c1OC | -2
O=C(NCc1ccccc1)[C@H]1CCCN1C(=O)[C@H]1CCCN1C(=O)c1cc(F)cc(F)c1 | 1
CCOC(=O)N(C)c1c(CC)nc2c(OCc3ccccc3)cccn12 | -3
CCOC(=O)C1=CCC(c2ccccc2)N(S(C)(=O)=O)C1 (configuration not stated) | -1
COc1ccc(NC(=O)c2ccc3nc(C)c(N(C)C(=O)CCc4ccccc4)n3c2)cc1OC | 0
Cn1cc(Cc2ccc(C(=O)N3CCOCC3)cn2)c2ccccc21 | -2
O=C(NCc1ccccc1)C(c1ccc(F)cc1)N1CCN(C(=O)C2CCCO2)CC1 (configuration not stated) | 1
CC[C@@H]1Cc2[nH][nH]c(=O)c2[C@H](c2ccc(Cl)cc2)O1 | -3
O=NN(CCCl)C(=O)NCC1=C[N+](=O)CC=C1 | -2
C#CCOCCOCCOCCNc1nc(N2CCN(C(=O)[C@H](Cc3ccc(O)cc3)n3cc([C@@H](N)C(C)CC)nn3)CC2)nc(N2CCN(C(=O)[C@H](Cc3cc4ccccc4[nH]3)n3cc([C@@H](N)CC(C)C)nn3)CC2)n1 (some centres not stated) | -4
CC1(C)CC2(CCO1)C(Nc1ccccc1)=NC(=S)N2c1ccccc1 (configuration not stated) | 2
CC1(C(=O)Nc2ccc(Cl)c(Cl)c2)CCN1Cc1ccccc1OC(F)F (configuration not stated) | -3

The list continues.
smiles | Wnt act
CC(=O)Nc1cc(-c2ccc(N3CCN(C)CC3)cc2)cn2c(-c3ccc(S(C)(=O)=O)cc3)cnc12 | -8
CCOC(=O)[C@]12CCC=C1N(Cc1ccco1)C(=O)[C@H](CC(=O)NCC1CCCCC1)C2 | -2
CC(=O)Oc1ccccc1Cn1c(C)c(C(=O)NCc2ccccc2C(F)(F)F)sc1=O | -5
Cc1cccc(-c2cccc3nccn23)c1 | -1
CC/C(=N\NS(C)(=O)=O)c1ccccc1 | 0
CCNC(=O)N(C)c1c(CC)nc2ccc(C(=O)N3CCN(S(=O)(=O)CC)CC3)cn12 | -2
CCCC(=O)N1CCC1(C)C(=O)Nc1ccccc1C(C)(C)C (configuration not stated) | -2
CN(C)c1ccc(C(=O)N2CCC2(C)C(=O)O)cc1 (configuration not stated) | -1
CCCS(=O)(=O)NC(=O)C1(C)CCN(C(=O)c2ccc(OC)cc2OC)C1 (configuration not stated) | -1
COc1cc(OC)cc(C2=Cc3ccc(OC)cc3C(CC(C)=O)N2c2ccc(C#CC3(O)CCCCC3)cc2)c1 (configuration not stated) | -8

As a short view, part of the list above:
smiles | Wnt act
CN(C)c1ccc(C(=O)N2CCC2(C)C(=O)O)cc1 (configuration not stated) | -1
CCCS(=O)(=O)NC(=O)C1(C)CCN(C(=O)c2ccc(OC)cc2OC)C1 (configuration not stated) | -1
COc1cc(OC)cc(C2=Cc3ccc(OC)cc3C(CC(C)=O)N2c2ccc(C#CC3(O)CCCCC3)cc2)c1 (configuration not stated) | -8
